# High-throughput results deposited in PubChem BioAssay by National Center for Advancing Translational Sciences (NCATS).
# Sm TGR block: inhibitors of Schistosoma mansoni thioredoxin glutathione reductase; Potency, µM (doses to about 114 µM), without a hit: top-dose activity change, negative = inhibition, hits mostly inhibitors; purified TGR, DTNB reduction, TNB absorbance 405 nm; Q962Y6; 360,000 tested, 3% active; further: potency means the concentration at half of the fitted maximal effect; nearly all actives have a fitted effect of over 60% in size
#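 First, TGR (20 nM dispensed) and NADPH were mixed with compound. Second, a 15 min room-temperature incubation followed. Third, further NADPH and then DTNB were added to start the reaction. Finally, TNB absorbance was monitored kinetically.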
# Giardia FBPA inh: blocks Giardia fructose-bisphosphate aldolase activity | A8B2U2 | AID 2451 | purified Giardia FBPA | 290,000 tested, 0.71% active | Potency, µM (titrated, usually from 59.6 µM), without a hit: at the highest dose activity, negative = inhibition, hits mostly inhibitors; further: potency means the concentration at half of the fitted maximal effect; nearly all actives have a fitted effect of over 55% in size
# Target sequence (A8B2U2 whole entry, looked up): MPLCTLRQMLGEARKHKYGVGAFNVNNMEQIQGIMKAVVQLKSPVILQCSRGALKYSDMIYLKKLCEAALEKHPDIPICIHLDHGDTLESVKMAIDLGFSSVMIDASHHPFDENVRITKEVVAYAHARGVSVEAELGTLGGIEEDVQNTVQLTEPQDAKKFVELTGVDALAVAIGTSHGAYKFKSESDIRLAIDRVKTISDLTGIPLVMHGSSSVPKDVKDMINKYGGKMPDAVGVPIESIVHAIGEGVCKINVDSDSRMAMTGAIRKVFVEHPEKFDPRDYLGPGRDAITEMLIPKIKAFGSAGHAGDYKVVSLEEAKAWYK
#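 40 nM FBPA preincubated 10 min at RT with compound (up to 57.5 uM final), then substrate plus GAPDH/TPI/NAD/arsenate coupling and diaphorase/resazurin added. Fluorescence read after 20 min at RT, 525/598 nm.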
# AmpC detergent: inhibitors of E. coli AmpC beta-lactamase with detergent | AmpC hydrolysis of nitrocefin, absorbance 480 nm, 0.01% Triton | Potency, µM (titrated, usually from 114 µM), for inactives: at the highest dose activity change, negative = inhibition, usual class: inhibitors | 370,000 tested, 0.041% active | AID 485294;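 further: potency means the concentration at half of the fitted maximal effect; 0% = no-compound wells and -100% = no-enzyme wells; nearly all actives have a fitted effect of over 25% in size; some results filed as inactive show a strong effect at the top dose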
# Target sequence (P00811 whole entry, looked up): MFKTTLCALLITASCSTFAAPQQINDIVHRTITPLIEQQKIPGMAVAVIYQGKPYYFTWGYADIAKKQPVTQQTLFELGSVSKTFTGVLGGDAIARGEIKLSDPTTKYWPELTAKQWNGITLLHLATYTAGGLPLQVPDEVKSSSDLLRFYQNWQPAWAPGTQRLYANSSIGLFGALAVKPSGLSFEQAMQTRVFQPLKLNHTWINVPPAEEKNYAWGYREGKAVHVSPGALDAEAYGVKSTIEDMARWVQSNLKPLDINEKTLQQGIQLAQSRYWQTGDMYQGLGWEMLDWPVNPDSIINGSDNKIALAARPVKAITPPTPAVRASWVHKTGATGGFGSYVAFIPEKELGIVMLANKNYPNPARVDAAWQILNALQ
#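 AmpC (5.3 nM in the dispensed reagent) in 20 mM phosphate pH 7.0 with 0.01% (detergent screen) or 0.0001% Triton X-100 was preincubated with compounds for 15 min at room temperature. Nitrocefin was then added from an 800 uM solution, and hydrolysis was followed at 480 nm.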
# HCMV antiviral: inhibitors of human cytomegalovirus. HFF cells, HCMV-luciferase reporter, 72 h; stronger effect = lower value. activity change, negative = inhibition, % at 57.5 µM. 410,000 tested, 4.5% active. AID 1259415; in the data active means activity change below about -60%; inconclusive means no clear call, values can overlap the other calls; inactive means above about -39%
#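 Compounds were evaluated in HFFs infected with an HCMV luciferase reporter virus (MOI 1 PFU/cell). Luciferase in lysates collected 72 h post infection served as the replication measure.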
# AMA1-RON2 inh: AMA1-RON2 (P. falciparum) interaction inhibition; Potency, µM (doses to about 58.2 µM), without a hit: top-dose activity change, negative = inhibition, hits mostly inhibitors; AID 720542; 360,000 tested, 0.2% active; AlphaScreen AMA1-biotinylated RON2 peptide binding;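 further: potency means the concentration at half of the fitted maximal effect; 0% = vehicle wells and -100% = peptide control; nearly all actives have a fitted effect of over 45% in size; some results filed as inactive show a strong effect at the top dose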
#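 AMA1 (3D7) with his tag at 25 nM final met compounds first, then biotinylated RON2 peptide at 25 nM; detection used donor plus acceptor beads, 10 µg/mL apiece, read by AlphaScreen after 30 min at room temperature.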
# HCV inhibitor: HCV inhibition. Huh7.5.1 HCVcc-Cre infection, luciferase reporter, 44 h. Potency, µM (titrated, usually from 41.8 µM), without a hit: at the highest dose activity change, negative = inhibition, actives largely listed as inhibitors. 340,000 tested, 3.4% active. AID 651820; further: potency means the concentration at half of the fitted maximal effect
#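 HCVcc-Cre virus at an moi near 0.5 was added right after compound to cells cultured 4 h from seeding (1,000 cells/well). Luciferase activity was determined 44 h later, 15 min after substrate addition at RT.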
# Starred values were filed as active, the others as inactive; ? = inconclusive; . = not tested or not shown; & = joins results of further samples; ! = not confirmed by another sample; [ ] = another dose, or the depositor's remark. Unless noted, the call rests on the fitted dose curve; in most records, active means well fitted curve in the direction sought with a large enough effect; inconclusive means small, poorly fitted or top-dose-only effect, or another doubt; inactive means no such curve, though single readings can be large; an effect the other way counts as inactive or inconclusive. Unless noted, on the % scale 0 is the no-effect control and ±100 the full control effect.
SMILES,Sm TGR block,Giardia FBPA inh,AmpC detergent,HCMV antiviral,AMA1-RON2 inh,HCV inhibitor
CCCCC1(C)NC(=S)N2N1C(=S)NC2(C)CCCC (stereo unspecified),-2%,16µM*,0%,31,35%[activator],0%
COc1ccc(-c2c(C#N)sc(C(N)=O)c2-c2ccc(OC)cc2)cc1,0%,4%,2%,-26,0%,?
O=C(Nc1cnccn1)Nc1ccccc1Cl,2%,3%,-4%,0,1%,?
Cc1onc(-c2ccccc2)c1-c1nc2cc(Cl)ccc2c(=O)o1,0%,6%,5%,0,2%,10%
COC(=O)Cc1[nH]n(-c2nc3ccccc3s2)c(=O)c1C(C)=O,-6%,?,-3%,-17,17%,28%
Cc1ccc(-n2ncc3c(NCCc4ccccc4)ncnc32)cc1C,4%,.,-8%,41,.,.
CCN(C(=O)c1cc2c(s1)-c1ccccc1OC2)c1cc(Cl)ccc1OC,-2%,.,26%,-30,.,.
OCC1CCCN(C(=S)Nc2ccc(Nc3ccccc3)cc2)C1 (stereo unspecified),-15%,-20%,-2%,11,-4%,-24%
CCCc1ccc(NS(=O)(=O)c2c(C)oc(C)c2C(=O)OC)cc1,9%,-3%,0%,13,22%,?
Cc1cc2oc(C(=O)Nc3ccc(S(=O)(=O)N4CCCCCC4)cc3)cc(=O)c2cc1C,1%,.,6%,2,.,.
COc1ccc(C)cc1-n1c(-c2ccc(C)cc2)cc2c1CC(C)(C)CC2=O,1%,.,12%,5,.,.
Cc1ccc2c(c1)C(c1ccccc1)N(C(=O)c1ccc(S(=O)(=O)N3CCCCC3)cc1)CC(=O)N2 (stereo unspecified),1%,.,9%,-13,.,.
Cc1ccc(C)c(S(=O)(=O)c2nnn3c2nc(N2CCCCC2)c2sccc23)c1,0%,.,-9%,?,.,.
CN(C)S(=O)(=O)c1cc(NC(=O)CN2CCOCC2)ccc1Cl,-3%,4%,-15%,5,-2%,17%
CSc1nnc(-c2cc3ccccc3cc2O)n1C,0%,-11%,-12%,9,8%,5%
S=C(NCc1ccccc1)NN1CCOCC1,-1%,-3%,13%,11,-1%,20%
O=C(O)CCC(=O)N1N=C(c2ccc(Br)cc2)CC1c1cccc(Br)c1 (stereo unspecified),2%,7%,0%,-15,16%,7%
CSc1nc(Oc2ccccc2)c2sccc2n1,1%,-3%,-2%,1,46%[activator],?
COc1ccccc1NC(=S)NC1CC2CCC1C2 (stereo unspecified),-13%,-1%,2%,?,2%,-7%
Cc1cc(/C=N/Nc2ncnc(N)c2[N+](=O)[O-])c(C)n1-c1ccccc1,0%,?,-9%,-83*,99%[activator],?
COCCCNC(=S)N/N=C/c1ccc(N(C)C)cc1Cl,-25%,-6%,-3%,26,65%[activator],-1%
CCOC(=O)c1c(C)[nH]c(C)c1S(=O)(=O)NCC(=O)Nc1cc(Cl)ccc1OC,9%,.,-1%,-7,.,.
CCOC(=O)C(NC(=O)NC1CCCCC1)(c1ccccc1)C(F)(F)F (stereo unspecified),-11%,0%,0%,-10,39%,-4%
O=C(NCc1ccc(Cl)cc1)c1ccc2c(c1)N(Cc1ccccc1F)C(=O)c1ccccc1S2=O (stereo unspecified),0%,.,19%,-15,.,.
CCOC(=O)Cc1nnc(Nc2ccc(C)cc2C)c2ccccc12,5%,6%,-1%,-60*,15%,3%

# Molecules listed so far containing a thiophene ring, fused or not, in the order listed:
SMILES,Sm TGR block,Giardia FBPA inh,AmpC detergent,HCMV antiviral,AMA1-RON2 inh,HCV inhibitor
COc1ccc(-c2c(C#N)sc(C(N)=O)c2-c2ccc(OC)cc2)cc1,0%,4%,2%,-26,0%,?
CCN(C(=O)c1cc2c(s1)-c1ccccc1OC2)c1cc(Cl)ccc1OC,-2%,.,26%,-30,.,.
Cc1ccc(C)c(S(=O)(=O)c2nnn3c2nc(N2CCCCC2)c2sccc23)c1,0%,.,-9%,?,.,.
CSc1nc(Oc2ccccc2)c2sccc2n1,1%,-3%,-2%,1,46%[activator],?

# (next part)
SMILES,Sm TGR block,Giardia FBPA inh,AmpC detergent,HCMV antiviral,AMA1-RON2 inh,HCV inhibitor
COC(=O)c1ccc(NS(=O)(=O)c2cc3c4c(c2)C(C)C(=O)N4CCC3)cc1 (stereo unspecified),-5%,.,?,-11,9%,12%
COc1ccc(CCNC(=O)CSc2ncnc3c2oc2ccccc23)cc1OC,-3%,3%,-1%,-6,5%,3%
CCNc1ccc(C(=O)N/N=C/c2c(C)nn(-c3ccccc3)c2N2CCCC2)cc1[N+](=O)[O-],5%,-1%,?,71,1%,?
O=S(=O)(NCc1ccco1)c1ccc2ccccc2c1,-7%,.,-6%,32,2%,4%
CCOc1cc(C(=O)OCC(=O)NCc2ccco2)cc(OCC)c1OCC,25µM*,2%,?,16,-4%,?
CCc1nc(CN2CCN(c3ccc(C(F)(F)F)cn3)CC2)c(C)[nH]1,-25%,-17%,1%,-20,2%,10µM*
CCCSCCCNC(=O)c1ccc(Cn2c(=O)c3cccn3c3cccnc32)cc1,2%,.,14%,-15,.,.
Cc1sc2nc(SCC(=O)OC(C)C)n(C)c(=O)c2c1C,-3%,6%,?,-35,0%,-11%
COc1cccc(CN2CCNC(=O)C2CC(=O)N(C)C2CCOCC2)c1 (stereo unspecified),?,-1%,-5%,0,12%,15%
CC1=C(C(=O)Nc2ccccc2)C(c2ccncc2)C(C#N)=C(SCC(=O)NC2CC2)N1 (stereo unspecified),0%,0%,?,-7,0%,20%
CCOC(=O)N1CCN(C(=O)c2ccc3nc4cc(Cl)ccc4c(=O)n3c2)CC1,.,.,.,-6,0%,3%
Cc1ccc2nsnc2c1S(=O)(=O)N1CCN(CCc2ccccc2)CC1,10%,9%,-13%,-14,-21%,9%
O=C(Cc1ccccc1)NCC(=O)OCC(=O)c1ccc(F)cc1,4%,.,3%,62,-17%,6%
Cc1ccc2c(c1)c(N=Nc1cccc(C(=O)O)c1)c(O)n2C,-4%,?,-3%,38,2%,?
CCOc1ccc(CNC(=O)c2ccc3nc(CC)c(CC)nc3c2)cc1OC,6%,.,3%,-3,.,.
Cc1ccc(NC(=O)Nc2ccccc2C#N)c(Cl)c1,10%,0%,-2%,-4,20%,-3%
COc1ccc2c(c1)c1c(c(=O)n(Cc3ccccc3)c(=O)n1CC(=O)Nc1ccc(C)cc1C)n2C,2%,.,20%,-1,.,.
Cc1nn(C)c2c1c(-c1ccccc1)cc(=O)n2C(C)C(=O)NCc1ccc(F)cc1 (stereo unspecified),6%,.,-1%,-4,.,.
CCOC(=O)C1=C(c2ccc(OC)cc2)C(=O)c2ccccc2C1=O,-8%,?,4%,?,-8%[11.6 µM],7.1µM*
CC(C)Cn1c(SCC(=O)NC(=O)NC2CCCC2)nc2ccccc21,-6%,1%,-12%,-39,6%,11µM*
CC(=O)NCC(=O)OCC(=O)N1c2ccccc2Sc2ccccc21,?,-3%,-9%,?,-8%,7%
C=C1CC(C)OC(c2ccccc2OCC(O)CN2CCCCC2)C1 (stereo unspecified),-7%,1%,-2%,6,-3%,-20%
CCOCC(=O)Nc1ccccc1C(=O)OCC,3%,7%,1%,-7,6%,5%
Cc1cc(NCc2ccccc2)nc2ccccc12,-17%,1%,1%,-4,12%,?
COc1ccc(NC(C)=O)cc1NC(=O)c1ccc2ccccc2c1,2%,1%,5%,-8,0%,-8%

# Part of the list above in order of molar mass, falling:
SMILES,Sm TGR block,Giardia FBPA inh,AmpC detergent,HCMV antiviral,AMA1-RON2 inh,HCV inhibitor
CC1=C(C(=O)Nc2ccccc2)C(c2ccncc2)C(C#N)=C(SCC(=O)NC2CC2)N1 (stereo unspecified),0%,0%,?,-7,0%,20%
CCOC(=O)c1c(C)[nH]c(C)c1S(=O)(=O)NCC(=O)Nc1cc(Cl)ccc1OC,9%,.,-1%,-7,.,.
CCOc1cc(C(=O)OCC(=O)NCc2ccco2)cc(OCC)c1OCC,25µM*,2%,?,16,-4%,?
O=S(=O)(NCc1ccco1)c1ccc2ccccc2c1,-7%,.,-6%,32,2%,4%
S=C(NCc1ccccc1)NN1CCOCC1,-1%,-3%,13%,11,-1%,20%

# Next section.
SMILES,Sm TGR block,Giardia FBPA inh,AmpC detergent,HCMV antiviral,AMA1-RON2 inh,HCV inhibitor
O=C(CSc1nc2c(c(=O)[nH]1)CN(Cc1ccc(F)cc1)CC2)Nc1cccc(C(F)(F)F)c1,-1%,.,2%,-32,.,.
O=C(Cn1c(=O)oc2cc(S(=O)(=O)NCc3ccccc3)ccc21)Nc1cccc(F)c1,-1%,.,7%,-8,.,.
COc1cccc(NC(=O)CN(C)C(=O)CSCC(=O)Nc2ccc(C)cc2)c1,-1%,.,1%,0,-1%,2%
COc1cc2c(cc1OC)CN(CC(=O)NC(=O)NCc1ccco1)CC2,1%,-19%,-3%,-1,-7%,-2%
CC1=CN2C(=NC(=O)CC2(C)C(=O)N(CC(=O)NC2CCCC2)Cc2ccccc2)C=C1 (stereo unspecified),1%,-3%,?,-8,3%,1%
O=C1CCCN1CC(O)CS(=O)(=O)c1ccc(Cl)cc1 (stereo unspecified),5%,2%,10%,13,3%,14%
COc1ccc(C(C)NS(=O)(=O)Cc2ccccc2)cc1 (stereo unspecified),-30%,11%,-1%,-13,11%,?
CCCn1c(=O)c2c(nc3n2CCCN3Cc2ccccc2)n(C)c1=O,15%,4%,1%,-32,7%,?
COc1ccc(-c2cc(C(F)(F)F)n3nc(-c4ccc(Cl)cc4)cc3n2)cc1OC,2%,.,18%,1,.,.
CC1=C(C(=O)NC2CCCc3c2cnn3-c2cc(F)cc(F)c2)OCCO1 (stereo unspecified),0%,.,1%,72,-12%,5%
Cn1c(Cc2ccccc2)nnc1SCC(=O)NC1CC1,5%,15%,?,2,-8%,6%
CCCN1C2CCCC1CC(NC(=S)Nc1cc(C)cc(C)c1)C2 (stereo unspecified),9%,2%,5%,?,0%,-18%
CC1CCCCN1C(=O)Cn1cc(C(=O)c2ccco2)c2ccccc21 (stereo unspecified),0%,0%,11%,12,-1%,-9%
O=C(COC(=O)C1CC(O)CN1C(=O)Oc1ccccc1)c1ccc(Br)cc1 (stereo unspecified),2%,7%,-14%,-16,-11%,18%
CCN(C(=O)c1ccc(Cl)c([N+](=O)[O-])c1)c1ccccc1,.,-5%,-3%,?,-12%,-3%
C[C@H](CO)N1C[C@H](C)[C@@H](CN(C)S(C)(=O)=O)Oc2ccc(NC(=O)Nc3ccccc3)cc2C1=O,.,.,.,19,4%,5%
Cc1ccc2nc(NC(=O)c3ccc(S(=O)(=O)N4CCCc5ccccc54)cc3)sc2c1,2%&6%,4%,15%&-6%,-90*!,15%,?

# An excerpt from above, showing only HCMV antiviral, HCV inhibitor and Sm TGR block:
molecule,HCMV antiviral,HCV inhibitor,Sm TGR block
CC1=CN2C(=NC(=O)CC2(C)C(=O)N(CC(=O)NC2CCCC2)Cc2ccccc2)C=C1 (stereo unspecified),-8,1%,1%
O=C1CCCN1CC(O)CS(=O)(=O)c1ccc(Cl)cc1 (stereo unspecified),13,14%,5%
COc1ccc(C(C)NS(=O)(=O)Cc2ccccc2)cc1 (stereo unspecified),-13,?,-30%
CCCn1c(=O)c2c(nc3n2CCCN3Cc2ccccc2)n(C)c1=O,-32,?,15%
